EWS-Fli block: EWS/Fli transcriptional activity inhibition; A673 NR0B1-luciferase reporter, viability-normalised; AID 651661; inhibition, % at 12.6 µM; 0.67% of 350,000 active;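 active = mean inhibition of at least 50% after viability correction, with every replicate also passing that limit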;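 also: firefly luciferase signal divided by Alamar Blue viability fluorescence both relative to DMSO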
ERAP1 inh: blocks human ERAP1 aminopeptidase activity; recombinant ERAP1, Leu-AMC fluorescence, 60 min; AID 652197; inhibition, % at 10.7 µM; 0.15% of 340,000 active;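 active = mean replicate inhibition of at least 30%, or all replicates individually reaching that 30% level; inactive = mean below 30% and not every replicate reaching it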;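 also: 0% = neutral control wells and 100% = L-leucinethiol positive control wells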
Target sequence (Q9NZ08 whole entry, looked up): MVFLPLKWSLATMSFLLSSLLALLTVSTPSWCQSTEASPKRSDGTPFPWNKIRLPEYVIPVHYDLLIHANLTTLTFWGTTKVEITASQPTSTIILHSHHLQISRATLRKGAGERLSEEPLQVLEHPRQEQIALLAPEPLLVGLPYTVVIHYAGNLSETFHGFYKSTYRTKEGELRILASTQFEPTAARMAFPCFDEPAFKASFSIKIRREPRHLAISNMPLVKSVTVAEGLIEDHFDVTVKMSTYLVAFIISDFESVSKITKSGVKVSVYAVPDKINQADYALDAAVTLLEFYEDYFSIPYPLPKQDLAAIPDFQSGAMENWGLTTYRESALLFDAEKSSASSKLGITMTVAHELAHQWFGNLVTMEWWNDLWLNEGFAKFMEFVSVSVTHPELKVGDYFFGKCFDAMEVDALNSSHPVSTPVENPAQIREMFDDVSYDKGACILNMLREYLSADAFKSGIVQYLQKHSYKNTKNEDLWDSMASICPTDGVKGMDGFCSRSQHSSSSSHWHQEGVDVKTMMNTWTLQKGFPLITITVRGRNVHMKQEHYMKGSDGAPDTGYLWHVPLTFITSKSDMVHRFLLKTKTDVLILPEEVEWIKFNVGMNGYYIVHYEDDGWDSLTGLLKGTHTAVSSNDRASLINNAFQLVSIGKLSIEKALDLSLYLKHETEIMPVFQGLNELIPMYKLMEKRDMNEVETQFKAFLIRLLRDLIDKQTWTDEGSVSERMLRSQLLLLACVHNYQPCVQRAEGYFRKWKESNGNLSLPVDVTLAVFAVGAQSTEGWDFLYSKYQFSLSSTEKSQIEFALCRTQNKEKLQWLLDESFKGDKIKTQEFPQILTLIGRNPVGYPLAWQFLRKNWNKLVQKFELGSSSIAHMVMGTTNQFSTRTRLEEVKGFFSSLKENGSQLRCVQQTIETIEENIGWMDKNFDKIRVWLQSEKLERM
PGC1a acetyl inh: PGC1a acetylation modulation, inhibitor mode. U2OS PGC1a acetylation, AlphaScreen anti-acetyl-lysine; with virally co-expressed GCN5 acetyltransferase. inhibition, % at 15.6 µM. 0.17% of 350,000 active;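 active = every replicate shows inhibition of at least 40%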;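 also: 0% = neutral control wells and 100% = positive control wells; some results beyond the cut were filed as inactive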
S100A4 MyoIIA: blocks human S100A4 binding to myosin IIA peptide; S100A4/TAMRA-MyoIIA peptide fluorescence polarization; inhibition, % at 10.7 µM; 0.14% of 360,000 active; AID 652163; P26447;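 active = mean inhibition of at least 70% across replicates, with every replicate also reaching that level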
Target sequence (P26447 whole entry, looked up): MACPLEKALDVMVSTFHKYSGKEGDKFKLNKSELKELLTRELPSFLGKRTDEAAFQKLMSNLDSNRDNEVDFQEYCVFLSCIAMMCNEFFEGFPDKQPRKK
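Material: S100A4 monomer (human). Medium: Calcium-containing HEPES buffer, pH 7.2. Probe or stimulus: labelled myosin peptide probe, 5 nM. Compound dosing: one concentration per compound. Timing: polarization read 5 min after assay mix addition, stable 5–60 min. Benchmarks: DMSO as neutral control, TFP as positive control.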
PglD DTNB: blocks C. jejuni PglD acetyltransferase activity; purified PglD enzyme, DTNB colorimetric CoA detection; inhibition, % at 12.5 µM; 0.098% of 360,000 active; AID 602405; in the data active = inhibition above about 16%, passing the limit was not always enough; also: strong numbers were not always called active
FN deposit inh: fibronectin deposition inhibition; AH1F fibroblasts, Alexa488-fibronectin deposition fluorescence, overnight; inhibition, % at 12.6 µM; 0.086% of 350,000 active;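 active = mean inhibition across replicates of 30% or more, regardless of how many single replicates reach that level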;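 also: positive control wells lacked labelled fibronectin entirely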
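Assay system: AH1F fibroblasts / Quantity: 10000 cells per well / Medium: DMEM plus 2% serum, read in PBS / Reagent: labelled fibronectin 24 nM / Dosing: single dose, pinned / Times: 1 h cell attachment, overnight exposure to compound and label / Signal: fluorescence, ex 485 nm, em 525 nm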
LGR2 antag: Drosophila LGR2 receptor signaling inhibition. HEK293 LGR2, CRE-luciferase, bursicon-stimulated, 4 h. inhibition, % at 9.99 µM. 0.35% of 380,000 active. AID 720647;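 active = drop in luminescence signal, shown as inhibition above about 50% in the replicate tests, limit read from the data, passing the limit was not always enough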;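 also: agonist challenge used bursicon conditioned medium at about half maximal strength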
PAX8 reporter: PAX8 transcriptional activity inhibition | RMG-I TPO-luciferase reporter, SteadyGlo, 24 h | inhibition, % at 12.6 µM | 1.2% of 360,000 active | AID 652154;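 active = mean replicate inhibition at least 60% with every replicate also reaching 60%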;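 also: luciferase light reporting Pax8 driven TPO promoter activity; plate controls were median of neutral control wells for no effect and mitoxantrone controls for full effect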
* = called active by the depositor; . = no result given; & = joins results of further samples. Rows were taken by chance (roughly 2.1% active in at least one column).

SMILES	EWS-Fli block	ERAP1 inh	PGC1a acetyl inh	S100A4 MyoIIA	PglD DTNB	FN deposit inh	LGR2 antag	PAX8 reporter
CCCNC(=O)C[C@H]1CC[C@@H]2[C@H](COc3ccc(NS(=O)(=O)c4ccccc4C)cc3C(=O)N2C)O1	5.9	-3.4	4.5	-0.7	3.7	5.3	17.0	-18.3
COc1ccc(N2CCN(C(=O)CCC(=O)N3CC(C)Oc4ccccc43)CC2)cc1 (stereo not given)	-7.9	2.5	5.7	-0.7	-2.0	5.9	.	6.5
C[C@H]1CN([C@@H](C)CO)C(=O)Cc2cc(NC(=O)C3CC3)ccc2O[C@H]1CN(C)Cc1ccc2c(c1)OCO2	-3.0	-2.0	-0.8	9.7	2.2	.	-0.1	16.1
O=C(/C=C/Nc1ccccc1)c1ccc(Cl)cc1Cl	-19.5	1.6	.	-2.9	-5.4	-1.1	-83.2	-126.2
Cc1[nH]c(=O)[nH]c(=O)c1S(=O)(=O)N(CC(C)C)CC(C)C	2.9	2.6	6.8	8.3	-1.3	-15.5	15.9	-1.9
O=C(Cc1ccccc1)N[C@@H]1C=C[C@H](CC(=O)N2CCCCC2)O[C@H]1CO	1.4	-1.2	-13.1	3.6	0.3	-13.0	-2.9	-1.4
C[C@H]1CN([C@@H](C)CO)C(=O)Cc2cc(NC(=O)CCC(F)(F)F)ccc2O[C@H]1CN(C)C(=O)Nc1cccc2ccccc12	0.9	-5.3	5.0	0.1	0.3	-4.0	26.7	-6.9
CCCNC(=O)C[C@@H]1CC[C@@H]2[C@H](COc3ccc(NC(=O)c4ccc(C(F)(F)F)cc4)cc3C(=O)N2C)O1	10.4	-1.3	1.4	-1.5	1.2	-20.5	7.2	7.7
O=C(/C(=C/O)N=Nc1ccccc1)c1cccs1	-6.0	9.2	4.4	-2.1	.	10.2	27.1	-13.1
CC(C)(CNC(=O)c1ccc(S(=O)(=O)N2CCCC2)cc1)N1CCOCC1	2.0	-2.0	-3.0	-0.3	0.9	4.9	-9.2	1.6
c1ccc(-c2nnsc2-c2ccccc2)cc1	7.1	-0.9	-7.2	-2.2	-1.1	9.2	-13.1	-17.3
COCC(=O)N1C[C@H]2[C@@H](c3ccccc31)[C@H](CO)N2C(=O)Nc1ccccc1F	2.3	1.8	-1.8	4.8	-3.7	.	0.2	6.0
Cc1nn(-c2ccccc2)c(C)c1C(=O)OCC(=O)NC12CC3CC(CC(C3)C1)C2	-0.6	1.6	-6.5	-0.7	-0.5	.	2.8	.
O=C(NCc1ccccc1)[C@]1(Cc2ccccc2)N=C(c2ccc(OCCCO)cc2)O[C@@H]1c1ccccc1	29.8	-2.0	-25.3	-37.3	1.4	.	.	93.9*
Cn1nnc(NC(=S)NC(=O)c2cccs2)n1	5.3	-4.3	-2.8	18.4	-1.7	1.9	0.4	7.8
O=C(C1CCC(N2C(=O)C3CC=CCC3C2=O)CC1)N1CCCCC1 (stereo not given)	-3.8	0.6	0.2	-41.8	-9.9	.	16.6	.
S=C(NCc1ccc(Cl)cc1)NC1CCN(Cc2ccccc2)CC1	8.7	-2.4	-9.4	1.3	.	5.7	13.1	-3.0
CCOC(=O)N1CCN(S(=O)(=O)c2ccc(Br)cc2)CC1	-0.7	4.2	-15.8	23.6	-4.4	2.3	11.9	5.8
Cc1ccc(CSCc2ccc(C(=O)O)o2)cc1	3.8	-3.2	0.9	-2.9	4.4	4.1	-3.5	-31.4
O=C(C[C@H]1C[C@H]2c3cc(NC(=O)C4CCC4)ccc3O[C@H]2[C@H](CO)O1)NC1CCCC1	1.7	4.4	-0.1	-4.4	0.2	5.9	10.4	-5.1
CCCc1cc(C(=O)Nc2cccc3ccccc23)n(C)n1	-2.4	-2.9	-5.0	-3.9	5.0	-16.6	5.1	-10.6
CC1CCC2(CC1)NC(=S)N(c1ccccc1)N2 (stereo not given)	.	.	6.6	.	2.7	3.1	.	-4.6
C[C@H](CO)N1C[C@H](C)[C@H](CN(C)C(=O)Nc2ccccc2)OCc2ccccc2-c2ccccc2C1=O	-1.9	-1.3	4.9	-2.0	3.1	13.5	-3.6	.
CC(O)(c1ccccc1)C(c1ccccc1)C1CCCCN1 (stereo not given)	-1.8	1.5	-16.2	1.0	-2.1	1.5	-34.4	1.7
C=CCN(CC(=O)NCc1ccc(F)cc1)C(=O)c1csnn1	.	.	-14.7	.	4.7	0.0	.	-16.4

2 entries drawn at random from those above:
SMILES	EWS-Fli block	ERAP1 inh	PGC1a acetyl inh	S100A4 MyoIIA	PglD DTNB	FN deposit inh	LGR2 antag	PAX8 reporter
C[C@H]1CN([C@@H](C)CO)C(=O)Cc2cc(NC(=O)CCC(F)(F)F)ccc2O[C@H]1CN(C)C(=O)Nc1cccc2ccccc12	0.9	-5.3	5.0	0.1	0.3	-4.0	26.7	-6.9
CC(C)(CNC(=O)c1ccc(S(=O)(=O)N2CCCC2)cc1)N1CCOCC1	2.0	-2.0	-3.0	-0.3	0.9	4.9	-9.2	1.6

3 compounds from above, arranged by length of the SMILES, rising:
SMILES	EWS-Fli block	ERAP1 inh	PGC1a acetyl inh	S100A4 MyoIIA	PglD DTNB	FN deposit inh	LGR2 antag	PAX8 reporter
Cc1ccc(CSCc2ccc(C(=O)O)o2)cc1	3.8	-3.2	0.9	-2.9	4.4	4.1	-3.5	-31.4
S=C(NCc1ccc(Cl)cc1)NC1CCN(Cc2ccccc2)CC1	8.7	-2.4	-9.4	1.3	.	5.7	13.1	-3.0
CCCNC(=O)C[C@H]1CC[C@@H]2[C@H](COc3ccc(NS(=O)(=O)c4ccccc4C)cc3C(=O)N2C)O1	5.9	-3.4	4.5	-0.7	3.7	5.3	17.0	-18.3

The results go on:
SMILES	EWS-Fli block	ERAP1 inh	PGC1a acetyl inh	S100A4 MyoIIA	PglD DTNB	FN deposit inh	LGR2 antag	PAX8 reporter
COc1ccc(CN(C)C[C@@H]2Oc3c(NS(=O)(=O)c4cn(C)cn4)cccc3C(=O)N([C@H](C)CO)C[C@H]2C)cc1	4.1	-0.6	4.6	-7.7	1.8	.	7.8	1.5
Cc1cc(NC(=O)CNCC(c2ccccc2)N(C)C)c([N+](=O)[O-])cc1C (stereo not given)	6.1	-0.3	-7.7	-2.5	-0.7	-4.1	-20.5	7.5
O=C(c1ccccc1)N(Cc1ccccc1)Cc1ccccc1	13.5	0.5	.	1.4	-2.2	0.4	-18.1	-3.5
COc1ccccc1C(=O)NCC(c1cccs1)N1CCc2ccccc21 (stereo not given)	8.2	-3.8	-8.3	0.6	-1.7	-2.1	2.6	17.6
Cc1ccc2c(c1)C1CN(C)CCC1N2C(=O)c1cccc(S(=O)(=O)N2CC(C)CC(C)C2)c1 (stereo not given)	6.2	-2.0	-15.2	6.2	.	7.4	-19.6	9.8
O=C(CCC(=O)N(CC(=O)NC1CCCC1)c1ccccc1F)Nc1nccs1	-5.4	2.0	17.1	3.1	-1.2	-5.0	-10.4	-6.5
C[C@H](CO)N1C[C@H](C)[C@H](CN(C)S(=O)(=O)c2ccc(Cl)cc2)Oc2ccc(NS(=O)(=O)c3ccccc3)cc2C1=O	-3.3	.	-6.3	.	.	.	10.4	0.1
CCCCOc1ccccc1C1NC(=O)NC(C)=C1C(=O)OCCOC (stereo not given)	-6.1	0.0	7.8	-13.8	11.4	.	-8.6	.
O=S1(=O)CC(N2CCN(Cc3ccccc3F)CC2)CN1Cc1cn(Cc2ccc(C(F)(F)F)cc2)nn1 (stereo not given)	11.7	.	.	-2.2	.	-3.4	-19.1	33.3
Cc1nn(C)c(C(=O)NNC(=S)NCc2ccccc2)c1Cl	8.8	1.8	.	-0.5	-1.0	3.8	-4.1	-0.5
O=C(C1CCN(S(=O)(=O)c2ccccc2)CC1)N1CCC1	-4.6	0.2	7.1	-6.5	1.6	0.1	0.3	-15.4
COc1cccc(S(=O)(=O)N2C[C@@H]3N[C@H](C2)C3c2ccc(-c3ccccc3F)cc2)c1 (stereo not given in full)	9.2&-7.1	.	-17.4&-14.3	.	.	1.0&0.5	-15.0&23.0	12.0&5.0
CCOc1ccc2nc(N3CCC(C(=O)NC4CCCCC4)CC3)sc2c1	.	-0.2	.	0.5	-2.7	-1.6	6.4	-56.1
COCCNC(=O)Cn1ccc2cc(S(=O)(=O)N3CCCCCC3)ccc21	-10.5	5.8	8.7	1.2	6.4	4.0	2.3	7.3
O=S(=O)(c1ccccc1Cl)N1CCCC1c1nc(-c2ccc(Cl)cc2)no1 (stereo not given)	.	.	-5.0	.	4.2	-5.4	.	18.0
C[C@H]1CCCCO[C@@H](CN(C)C(=O)Cc2ccccc2)[C@@H](C)CN([C@@H](C)CO)C(=O)c2cc(NC(=O)c3ccccc3)ccc2O1	7.0	0.2	-3.3	4.5	1.1	5.1	10.3	.
COc1ccc(-n2cc(C(=O)c3cc(Cl)ccc3O)cc(C#N)c2=O)cc1	3.9	-1.5	3.8	-24.3	.	5.1	-7.8	12.3
COc1ccc(N(CC(=O)N2CCCCCC2)S(=O)(=O)c2ccc(OC)c(OC)c2)cc1	3.9	-7.4	-7.2	-1.7	5.4	-0.3	-6.2	-9.1
CN(C)CC#Cc1ccc([C@@H]2[C@@H](CO)N3C(=O)CN(C(=O)Cc4cccnc4)C[C@@H]23)cc1	6.2	-3.2	5.7	-4.2	.	.	-12.0	-5.2
CN(/N=C/c1ccc(C(C)(C)C)cc1)C1=NCCN1	-7.9	-0.6	-0.4	-7.3	.	3.4	3.7	11.7
CO[C@@H]1CN(C)C(=O)c2ccc(NC(=O)Nc3ccc(Cl)cc3)cc2OC[C@@H](C)N(C(=O)Nc2c(C)noc2C)C[C@@H]1C	1.8	3.3	7.6	-6.7	-1.6	3.8	10.1	-12.2
CO[C@@H]1CN(C)C(=O)c2cc(NC(=O)NC3CCCCC3)ccc2OC[C@H](C)N(C)C[C@H]1C	1.5	.	1.0	-5.8	-2.1	1.1	2.8	3.5
CC(C)(C)S(=O)N1Cc2cc(CO)cc(-c3ccccc3)c2[C@@H]1CCO (stereo not given in full)	0.3	0.8	-4.4	-27.2	2.0	.	14.5	2.5
CC(C)CC#Cc1ccc2c(c1)O[C@@H](CN(C)C(=O)Cc1ccccn1)[C@@H](C)CN([C@H](C)CO)S2(=O)=O	9.7	-2.1	-4.7	-7.5	-3.1	9.0	-13.3	.
O=C(NCc1ccco1)/C(=C/c1ccccc1)NC(=O)c1ccco1	1.1	4.0	37.3	-2.8	2.0	3.9	-3.3	-7.0
(cont.)
SMILES	EWS-Fli block	ERAP1 inh	PGC1a acetyl inh	S100A4 MyoIIA	PglD DTNB	FN deposit inh	LGR2 antag	PAX8 reporter
OC(CNC1CCCc2ccccc21)COc1c(Cl)cccc1Cl (stereo not given)	14.6	-2.7	.	-1.3	.	42.0*	.	-0.6
C[C@H]1CN([C@@H](C)CO)C(=O)c2cc(-c3ccncc3)cnc2O[C@@H]1CN(C)Cc1cccnc1	1.1	-1.5	-11.3	11.3	1.4	4.9	2.8	.
Cc1cc(Nc2ncc(Cl)cc2Cl)n(-c2ccccc2C)n1	2.0	.	-9.6	.	7.9	.	0.5	7.8
COCC#Cc1ccc2c(c1)O[C@H](CN(C)C(=O)NC(C)C)[C@@H](C)CN([C@H](C)CO)S2(=O)=O	-5.8	2.5	-7.2	7.8	2.3	3.7	9.0	.
CC(=O)NC(Cc1c[nH]c2ccccc12)C(=O)N1CCc2ccccc2C1 (stereo not given)	.	.	4.5	.	-4.6	2.4	.	3.4
CCCC(=O)Nc1ccc2c(c1)OC[C@@H](C)N(Cc1cncnc1)C[C@H](C)[C@@H](OC)CN(C)C2=O	-0.6	1.4	-2.1	21.0	-1.0	-6.3	16.9	-5.3
CC(=O)N[C@@H](Cc1c[nH]c2ccccc12)C(=O)OCC(=O)Nc1ccc2c(c1)OCO2	-1.2	-0.7	9.0	5.7	0.4	11.7	-5.8	24.9
CCCC#Cc1ccc([C@H]2[C@H](CO)N3CCCCN(Cc4cncnc4)C[C@@H]23)cc1	-0.9	-2.7	0.5	-2.0	1.5	.	8.3	4.7
